Screens as filed in PubChem.
pPAFAH FP inh: pPAFAH (human) enzyme inhibition; inhibition, % at 3.39 µM; Q13093; 1.5% of 330,000 active; recombinant pPAFAH, FP-rhodamine probe fluorescence polarization;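 active = inhibition above the mean inhibition across the screen plus 3 SD, cut at about 25% in these data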;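 note: inhibitors block binding of the rhodamine activity-based probe so polarization drops; 0% = enzyme with DMSO and 100% = wells lacking pPAFAH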
Target sequence (Q13093 whole entry, looked up): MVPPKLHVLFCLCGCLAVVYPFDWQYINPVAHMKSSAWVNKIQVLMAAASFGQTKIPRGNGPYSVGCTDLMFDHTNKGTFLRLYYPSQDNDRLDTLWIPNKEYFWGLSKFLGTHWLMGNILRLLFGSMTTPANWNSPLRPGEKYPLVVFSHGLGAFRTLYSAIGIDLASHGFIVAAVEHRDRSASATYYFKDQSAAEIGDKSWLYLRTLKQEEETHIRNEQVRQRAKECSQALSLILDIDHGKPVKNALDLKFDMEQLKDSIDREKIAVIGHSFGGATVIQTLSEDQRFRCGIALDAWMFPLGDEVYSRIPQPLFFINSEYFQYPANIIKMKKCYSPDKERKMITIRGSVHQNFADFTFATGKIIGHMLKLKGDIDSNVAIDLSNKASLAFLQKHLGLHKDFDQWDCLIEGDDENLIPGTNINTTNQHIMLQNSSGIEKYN
Fam108B counter: blocks mouse Fam108B hydrolase in RBBP9 counter-screen. inhibition, % at 9.51 µM. recombinant Fam108B, FP-Rh probe fluorescence polarization. 0.33% of 300,000 active. AID 1947;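 active = inhibition above the screen mean inhibition plus 3 SD, computed separately per campaign, cut at about 18% in these data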;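 note: inhibitors lower polarization as less probe binds the enzyme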
PAFAH1B3 inh: blocks human PAF acetylhydrolase 1B catalytic subunit 3; Q15102; recombinant PAFAH1B3, FP-rhodamine probe, fluorescence polarization; inhibition, % at 3.39 µM; 0.28% of 340,000 active;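 active = inhibition above the screen-wide average of all tested compounds plus 3 SD, cut at about 25% in these data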;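 note: 0% = enzyme with DMSO only and 100% = wells lacking PAFAH1B3 protein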
Target sequence (Q15102 whole entry, looked up): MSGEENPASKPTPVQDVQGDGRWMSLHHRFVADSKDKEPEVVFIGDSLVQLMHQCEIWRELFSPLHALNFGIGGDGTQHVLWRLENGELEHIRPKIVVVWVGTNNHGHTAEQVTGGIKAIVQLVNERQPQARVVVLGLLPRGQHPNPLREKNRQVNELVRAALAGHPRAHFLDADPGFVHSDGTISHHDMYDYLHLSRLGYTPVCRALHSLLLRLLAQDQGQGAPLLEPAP
PAFAH1B2 FP inh: PAFAH1B2 (human) inhibition | P68402 | recombinant PAFAH1B2, FP-rhodamine activity probe, fluorescence polarization | inhibition, % at 3.39 µM | 1.2% of 340,000 active | AID 492953;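 active = inhibition above the mean of all tested compounds plus 3 SD, cut at about 24% in these data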;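 note: 0% = enzyme with DMSO and 100% = wells lacking PAFAH1B2; many of its hits are not listed in these tables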
LYPLA1 inh: LYPLA1 (human) inhibition in PME1 counter-screen; O75608; recombinant LYPLA1, FP-Rh probe fluorescence polarization; inhibition, % at 5.9 µM; 0.16% of 320,000 active;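 active = inhibition above the mean of all tested compounds plus 3 SD, set per campaign, cut at about 14% in these data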;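 note: inhibitors block serine hydrolase probe labeling of LYPLA1 so polarization falls; 0% = enzyme with DMSO and 100% = wells lacking LYPLA1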
GSTO1 inh: GSTO1 inhibition, counter-screen for RBBP9 inhibitors. P78417. recombinant GSTO1, activity-based probe fluorescence polarization. inhibition, % at 5.96 µM. 1.1% of 300,000 active. AID 1974;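 active = inhibition above the campaign mean inhibition plus 3 SD, cut at about 35% in these data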;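 note: 0% = GSTO1-1 with DMSO and 100% = wells lacking GSTO1-1 enzyme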
Target sequence (P78417 whole entry, looked up): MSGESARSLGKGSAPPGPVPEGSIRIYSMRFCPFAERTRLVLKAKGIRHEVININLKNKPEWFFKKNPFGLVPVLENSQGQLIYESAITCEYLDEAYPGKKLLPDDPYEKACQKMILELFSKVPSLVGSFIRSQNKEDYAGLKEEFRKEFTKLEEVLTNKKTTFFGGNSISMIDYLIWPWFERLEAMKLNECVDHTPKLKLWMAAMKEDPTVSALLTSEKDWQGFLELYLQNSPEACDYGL
PAFAH2 inh: inhibitors of human PAFAH2; inhibition, % at 3.39 µM; 0.99% of 340,000 active; recombinant PAFAH2, FP-rhodamine activity probe, fluorescence polarization;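 active = inhibition above the mean over all tested compounds plus 3 SD, cut at about 30% in these data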;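 note: inhibitors block probe labeling of enzyme so polarization drops; 0% = enzyme with DMSO and 100% = wells lacking PAFAH2 protein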
PME-1 primary: PME-1 (human) inhibition; 0.53% of 320,000 active; inhibition, % at 5.9 µM; recombinant PME-1, FP-Rh probe fluorescence polarization;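 active = inhibition above the campaign mean of all compounds plus 3 SD, cut at about 26% in these data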;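 note: competitive labeling of PME-1 active site by serine hydrolase directed probe; 0% = PME-1 with DMSO and 100% = wells lacking PME-1 enzyme; inhibitors block probe labeling so polarization falls and inhibition rises; many of its hits are not listed in these tables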
PAD4 FP inh: blocks human protein arginine deiminase 4; Q9UM07; recombinant PAD4, RCA probe fluorescence polarization; inhibition, % at 6.36 µM; 0.41% of 330,000 active; AID 485272;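 active = percent inhibition above a cutoff equal to the mean of all tested compounds plus 3 SD, cut at about 15% in these data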;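 note: 0% = PAD4 with RCA probe and DMSO and 100% = probe without PAD4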
* marks the source's active call; other numbers are inactive results; . = not tested or not shown. The list is partial; rates above refer to the full screens.

canonical_smiles	pPAFAH FP inh	Fam108B counter	PAFAH1B3 inh	PAFAH1B2 FP inh	LYPLA1 inh	GSTO1 inh	PAFAH2 inh	PME-1 primary	PAD4 FP inh
CCCCCN(C(=O)NC(=O)Nc1ccccc1OC)S(C)(=O)=O	-1	4	3	0	0	7	0	0	-1
O=C(c1ccc2[nH]c3c(c2c1)CCCC3)N1CCN(c2ccc(F)cc2)CC1	7	4	-9	2	0	-3	-3	5	-3
CCOC(=O)c1sc(-n2[nH]c(C)cc2=O)nc1C	5	4	4	1	0	23	7	-5	-11
Cc1cc(C)n(C2CC(=O)N(c3ccc(C)c(Cl)c3)C2=O)n1 (centres undefined)	-4	-3	5	4	1	-5	8	-7	-7
CC(CCc1ccccc1)NC(=O)CCC1CCCC1 (centres undefined)	0	0	.	.	1	3	.	0	-7
Cc1cc(C(=O)NC2CC(C)(C)Cc3c2cnn3-c2cccc(F)c2)nn1C (centres undefined)	-2	1	5	2	0	-1	3	-2	-2
CCOC(=O)c1[nH]nc2c1C(=O)N(CC)C2=O	15	0	7	4	1	6	-8	-6	-7
O/N=C1\CCCc2oc3c(c21)CCCC3	9	4	18	2	0	-5	2	-1	4
CNC(=S)N/N=C/c1cn(CCOc2cccc(OC)c2)c2ccccc12	18	7	1	4	3	2	-1	9	4
Cc1ccc2c(c1)[C@H]1[C@H](CO2)[C@H](c2ccccc2)[C@]2(C)C(=O)Nc3ccccc3C(=O)N12	-1	.	3	-7	.	.	-19	.	1
O=C(CCc1nnc2ccc(N3CCCCC3)nn12)NCc1ccco1	3	-1	2	-4	-3	-1	5	-6	5
COCCn1c(SCC(=O)Nc2ccc(S(=O)(=O)N(C)C)cc2)nc2ccccc21	10	3	-2	0	-1	-6	2	-1	-2
NC(=O)CSc1nnnn1-c1ccc2c(c1)OCCO2	2	1	6	3	-2	-6	11	2	-3
CCOc1cc(C#N)c(NC(=O)CSc2nnnn2-c2ccc(OC)cc2)cc1OCC	3	-4	-5	-3	1	6	-1	-5	-8
CC1CC(C)CN(C(=O)COC(=O)COc2ccccc2C#N)C1 (centres undefined)	-2	.	1	9	-2	.	0	0	9
CCCC(=O)N1CCN(c2ccc(NC(=O)c3cc4ccccc4o3)cc2Cl)CC1	11	3	4	-2	-6	-23	-5	5	10
CC1(C(=O)O)COC(c2ccc([N+](=O)[O-])cc2)OC1 (centres undefined)	3	1	11	4	0	4	3	-1	-3
CCCS(=O)(=O)c1nc(S(=O)(=O)c2ccc(C)cc2)c(NCCCN2CCCC2=O)s1	3	0	6	1	3	4	7	1	2
CCC1Oc2ccc(C)cc2N(CC(=O)N2CCCC2)C1=O (centres undefined)	-9	8	1	-1	0	2	5	-4	-5
C/C(=N/NC(=O)c1ccc(C)nc1)c1ccc2c(c1)CCCC2	-1	1	6	4	-1	-1	-12	0	0

Already shown: 4 of the compounds above.
canonical_smiles	pPAFAH FP inh	Fam108B counter	PAFAH1B3 inh	PAFAH1B2 FP inh	LYPLA1 inh	GSTO1 inh	PAFAH2 inh	PME-1 primary	PAD4 FP inh
CCOc1cc(C#N)c(NC(=O)CSc2nnnn2-c2ccc(OC)cc2)cc1OCC	3	-4	-5	-3	1	6	-1	-5	-8
CC1CC(C)CN(C(=O)COC(=O)COc2ccccc2C#N)C1 (centres undefined)	-2	.	1	9	-2	.	0	0	9
CCCC(=O)N1CCN(c2ccc(NC(=O)c3cc4ccccc4o3)cc2Cl)CC1	11	3	4	-2	-6	-23	-5	5	10
CC1(C(=O)O)COC(c2ccc([N+](=O)[O-])cc2)OC1 (centres undefined)	3	1	11	4	0	4	3	-1	-3

Taken from above.
PAFAH2 inh with `CCCCCN(C(=O)NC(=O)Nc1ccccc1OC)S(C)(=O)=O` is entered as 0
LYPLA1 inh with `CNC(=S)N/N=C/c1cn(CCOc2cccc(OC)c2)c2ccccc12` is entered as 3
PAFAH2 inh with `Cc1ccc2c(c1)[C@H]1[C@H](CO2)[C@H](c2ccccc2)[C@]2(C)C(=O)Nc3ccccc3C(=O)N12` is entered as -19
GSTO1 inh with `CCC1Oc2ccc(C)cc2N(CC(=O)N2CCCC2)C1=O` (centres undefined) is entered as 2

(more compounds)
canonical_smiles	pPAFAH FP inh	Fam108B counter	PAFAH1B3 inh	PAFAH1B2 FP inh	LYPLA1 inh	GSTO1 inh	PAFAH2 inh	PME-1 primary	PAD4 FP inh
Cc1c(Cl)cccc1NC(=O)N1CCCN(c2nc(-c3ccccc3)ns2)CC1	-4	-5	5	3	-5	-7	4	-1	-3
CCOC(=O)C1=C(COC(=O)CNC(=O)c2ccc(C)cc2)NC(=O)NC1C (centres undefined)	8	-2	8	1	1	-2	-8	3	-6
COC(=O)c1ccsc1NC(=O)c1cccc(OC)c1	7	-4	2	-3	0	0	1	-4	2
CC(C)(C)c1ccc(Cn2nnc3c(=O)[nH]c(C4CCN(C(=O)Cc5cccs5)CC4)nc32)cc1	6	1	-1	0	-2	9	-4	7	37*
Cc1ccc(/C=N\NC(=O)c2ccc(Cn3cc(Br)c([N+](=O)[O-])n3)o2)o1	-7	-6	-4	1	-4	-4	-5	-1	-8
CCOc1ccc(C(=O)Nc2nnc(C(C)C)s2)cc1OCC	6	0	8	3	0	-1	-2	0	1
Cc1cc(N2CCOCC2)c2c(N)c(Br)cc(C)c2n1	13	5	1	3	-1	2	6	8	0
COc1ccc(S(=O)(=O)N2CCC(C(=O)OCC(=O)c3ccccc3)CC2)cc1[N+](=O)[O-]	4	1	-6	1	2	-4	-6	13	-1
CCCN1CCN(C(=O)CCS(=O)(=O)c2cc3c(cc2Cl)NC(=O)CO3)CC1	-2	4	-2	1	-1	2	1	-4	-2
Cc1ccccc1-n1sc2cc(F)ccc2c1=O	6	0	2	3	2	9	5	2	21*
CCOc1ccc(CCNC(=O)COc2cccc(-n3cnnn3)c2)cc1OCC	0	-1	11	-4	2	9	6	2	1
COc1ccc(CNC(=O)C(c2ccco2)N(C(=O)CNS(=O)(=O)c2ccccc2)c2ccccc2C)cc1 (centres undefined)	47*	1	7	4	-5	-2	3	-1	1
O=C(CCc1nnc(Cc2ccc(-c3ccccc3)cc2)o1)NCC1CC1	11	5	13	0	2	-4	2	-2	1
O=[N+]([O-])C(=C1NCCN1)C(Cl)=C(Cl)Cl	6	1	4	-1	1	-3	-5	-2	-3
Cc1c(C(c2ccc(N(C)C)cc2)c2c(C)n(C)n(-c3ccccc3)c2=O)c(=O)n(-c2ccccc2)n1C	-4	-4	2	-7	-9	-3	1	-18	-23
CCc1noc(C)c1C(=O)NCCN1C(=O)S/C(=C\c2ccc(OC)cc2)C1=O	2	-2	3	5	3	8	2	1	-6
Cc1cc(NC(=O)CN2CCCCC2C)nc2c1c(=O)oc1ccccc12 (centres undefined)	-3	3	.	.	-2	0	.	2	-5
NNC(=O)/C(=N/Nc1ccccc1)S(=O)(=O)c1ccc(Cl)cc1	12	0	40*	3	-2	-8	-4	8	0
CCOC(=O)C1CCN(C2=C(NS(=O)(=O)c3ccc(Cl)cc3)C(=O)c3ccccc3C2=O)CC1	12	6	9	6	2	18	1	11	-1
COc1ccc(/C=C2\SC(=O)N(CCNC(=O)Cn3[nH]c(=O)c4ccccc4c3=O)C2=O)cc1	5	.	0	1	.	.	-1	.	-2

Later entries
SMILES	pPAFAH FP inh	Fam108B counter	PAFAH1B3 inh	PAFAH1B2 FP inh	LYPLA1 inh	GSTO1 inh	PAFAH2 inh	PME-1 primary	PAD4 FP inh
C=CCN=C1SCC(=O)N1S(=O)(=O)c1ccccc1	-2	1	-1	2	-3	4	-1	-8	-11
NC(=O)C1CCN(C(=S)c2ccc(-c3ccc(Br)cc3)o2)CC1	-4	2	.	.	-2	7	.	2	-11
Cc1c(NS(=O)(=O)N2CCCCC2)c(=O)n(-c2ccccc2)n1C	7	5	4	-2	1	-1	10	-3	-6
CCOC(=O)c1ccc(NC(=O)C2=C(C)Nc3nc(CCCO)nn3C2c2cccc(C)c2)cc1 (centres undefined)	-6	-2	7	5	-1	5	-5	1	-7
CC(C)Oc1ccc(C(=O)OC(C)C(=O)NC2CCCCC2C)cc1 (centres undefined)	-8	-5	-3	2	1	0	1	-4	-4
CCN(CC)C(=O)C(=O)Nc1ccc(Oc2ccccc2)cc1	5	2	1	3	-1	5	-4	2	-1
Cn1ncc(Cl)c1C(=O)NCc1ccco1	0	1	4	-2	-3	9	2	-9	-4
O=C1NC(c2ccccc2Cl)Nc2ccccc21 (centres undefined)	9	6	1	7	-1	4	-2	-2	3
COc1ccc(N=C2SCC(c3ccccc3)=NN2C)cc1	4	0	6	7	1	10	9	-2	4
CC1(C)CC(=O)C(C(C2=C(O)CC(C)(C)CC2=O)c2ccc([N+](=O)[O-])cc2)C(=O)C1 (centres undefined)	9	-1	-3	-3	-2	5	-10	2	5
O=C(CN1CCCCCCC1)Nc1cccc(Cl)c1Cl	6	2	2	7	2	6	4	1	-5
O=C1NC(=S)N/C1=C/c1ccc(Oc2ccc(C(F)(F)F)cc2[N+](=O)[O-])c(Cl)c1	-2	-1	1	1	1	-1	4	6	1
CCN(Cc1ccccc1)c1ccc(/C=N/NS(=O)(=O)c2cccc([N+](=O)[O-])c2)cc1	4	4	-4	45*	1	1	5	4	1
COc1cc(CN2CCCCCC2)cc(OC)c1	-1	-2	5	2	3	0	-8	-2	-2
CCCn1c(NCc2c[nH]c3ccccc23)nc2ccccc21	2	-2	-7	7	-2	15	5	6	3
O=C(CN1C(=O)c2ccc(Br)cc2C1=O)NCC1CCCO1 (centres undefined)	-9	3	0	-6	1	-3	-6	-3	0
COc1ccc(N=c2cc(-c3ccc(O)cc3)oc3ccccc23)cc1	3	2	8	6	-2	-2	4	-1	-5
COc1ccc(S(=O)(=O)NCCOc2ccccc2)cc1-n1cnnn1	0	-3	1	-7	1	0	-12	-1	-4
COc1ccc(CCN2C(=O)CC(C(C)c3ccccc3)C2=O)cc1OC (centres undefined)	6	1	-3	5	2	2	-2	4	2
CNc1snc(C)c1C(=O)OCC(=O)c1ccc(Cl)cc1	-4	.	6	5	-7	.	5	-10	2
CCNc1ccc2c(Cl)cc(=O)oc2c1	4	-8	5	4	-1	22	-5	4	-1
CC(/C=C1\SC(=S)N(CCC(=O)Nc2nc(C)cs2)C1=O)=C\c1ccccc1	1	-10	6	0	-12	2	-10	-7	1
CCCS(=O)(=O)N1CCN(C(=O)CCC2CCCC2)CC1	0	4	2	2	1	7	12	-5	1
